Screening results from PubChem.
SR-BI DiI-HDL act – activators of SR-BI mediated HDL lipid uptake; CHO ldlA[mSR-BI] cells, DiI-HDL uptake fluorescence, 3 h; 100 = double the neutral-control signal; activation, % at 12.5 µM; actives 0.096% (n = 320,000);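 active means mean replicate activation of at least 60% and every replicate at or above 60%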;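 further: 0% = median plate neutral-control signal and 100% = twice that signal; values of inactives mirror those of a sister screen read the other way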
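System: CHO ldlA[mSR-BI] cells / Medium: HEPES-buffered (25 mM, pH 7.4) F12 plus 0.5% BSA / Probe or stimulus: labelled HDL, 10 µg/mL / Doses: single compound concentration, delivered by pin transfer / Schedule: 3 h, 37 °C / Measured by: DiI fluorescence, bottom read / Measure: cell-associated DiI fluorescence as measure of HDL uptake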
PvdQ inh – blocks Pseudomonas aeruginosa PvdQ acylase activity; purified PvdQ acylase, fluorescence plate reader; inhibition, % at 10 µM; actives 0.063% (n = 340,000); AID 488965; in the data active means inhibition above about 30%, passing the limit was not always enough;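 further: 0% = vehicle neutral wells and 100% = reference inhibitor wells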
Rtt109 HAT inh – C. albicans Rtt109 histone acetyltransferase inhibition | Q5AAJ8 | purified Rtt109/Vps75, ThioGlo CoA-SH fluorescence, 4 h | inhibition, % at 34.9 µM | actives 0.16% (n = 330,000) | AID 540336;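 active means inhibition of at least 50% in every replicate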
NSD2 HMT inh – NSD2 (human) methyltransferase inhibition; actives 0.54% (n = 310,000); inhibition, % at 12.5 µM; NSD2 peptide methylation, AlphaScreen, 120 min; O96028; in the data active means inhibition above about 50%
CAL PDZ FP-1 – inhibitors of human CAL PDZ peptide binding. Q9HD26. purified CAL PDZ, TMR-peptide fluorescence polarization, 1 h. inhibition, % at 24.9 µM. actives 0.92% (n = 300,000). AID 602252;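 active means mean inhibition of at least 30% with at least half of replicates also reaching 30%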;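 further: 0% = DMSO neutral control and 100% = excess unlabeled competitor peptide PRC23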
SR-BI HDL uptake – blocks mouse SR-BI lipid uptake from DiI-HDL; AID 488896; Q61009; inhibition, % at 12.5 µM; actives 0.96% (n = 320,000); ldlA[mSR-BI] CHO cells, DiI-HDL uptake fluorescence, 3 h;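 active means mean replicate inhibition of at least 70% and a set share of replicates each scoring 70 or more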;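 further: 0% = median of neutral control wells and 100% = median of positive control wells; values of inactives mirror those of a sister screen read the other way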
Target sequence (Q61009 whole entry, looked up): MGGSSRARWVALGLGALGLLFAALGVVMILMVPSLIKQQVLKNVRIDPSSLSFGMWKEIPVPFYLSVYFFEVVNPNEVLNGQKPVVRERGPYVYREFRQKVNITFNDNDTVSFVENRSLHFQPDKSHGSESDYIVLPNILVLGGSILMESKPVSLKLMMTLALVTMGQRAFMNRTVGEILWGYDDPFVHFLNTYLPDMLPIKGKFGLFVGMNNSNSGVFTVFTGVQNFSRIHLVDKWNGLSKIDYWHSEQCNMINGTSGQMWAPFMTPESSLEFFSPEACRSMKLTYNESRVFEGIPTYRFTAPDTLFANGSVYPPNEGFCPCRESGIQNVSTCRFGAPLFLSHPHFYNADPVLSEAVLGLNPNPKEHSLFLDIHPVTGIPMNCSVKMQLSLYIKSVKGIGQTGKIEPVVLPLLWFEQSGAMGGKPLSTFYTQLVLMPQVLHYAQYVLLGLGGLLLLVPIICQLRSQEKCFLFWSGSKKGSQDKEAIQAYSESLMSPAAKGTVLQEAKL
dFosB act – activators of mouse delta FosB homodimer | activation, % at 25 µM | purified delta FosB, TAMRA-CDK5 oligo fluorescence polarization; percent of positive-control signal above neutral wells | actives 0.99% (n = 340,000);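 active means mean activation above about 17%, with every replicate also reaching it, limit read from the data, passing the limit was not always enough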;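 further: fluorescence polarization rise as delta FosB binds a TAMRA Cdk5 AP-1 oligo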
Target sequence (P13346 whole entry, looked up): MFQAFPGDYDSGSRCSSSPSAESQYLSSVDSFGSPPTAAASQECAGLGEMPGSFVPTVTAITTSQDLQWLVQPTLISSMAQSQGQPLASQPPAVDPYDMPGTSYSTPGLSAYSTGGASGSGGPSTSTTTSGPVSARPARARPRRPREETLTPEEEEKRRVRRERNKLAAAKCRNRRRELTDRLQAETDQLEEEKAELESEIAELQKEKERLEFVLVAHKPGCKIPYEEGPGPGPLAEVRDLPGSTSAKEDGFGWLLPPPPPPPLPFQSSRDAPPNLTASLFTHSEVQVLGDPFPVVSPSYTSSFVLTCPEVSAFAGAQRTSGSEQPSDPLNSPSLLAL
PfHsp90 set2 – inhibits growth of yeast expressing Plasmodium falciparum Hsp90. S. cerevisiae expressing PfHsp90, BacTiter-Glo ATP, 48 h; yeast lacking PDR1 and PDR3 efflux regulators. inhibition, % at 9.4 µM. actives 0.32% (n = 310,000);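 active means every replicate shows inhibition above about 80%, whatever the replicate mean, limit read from the data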;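 further: 0% = DMSO neutral controls and 100% = 20 µM radicicol positive controls; yeast relying on Plasmodium falciparum Hsp90 in place of its own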
MITF TRPM1 HTS – activators of MITF-driven TRPM1 promoter activity in SK-MEL-5 cells | SK-MEL-5 TRPM1-promoter luciferase, 24 h; % of positive control, neutral wells = 0 | activation, % at 12.5 µM | actives 0.75% (n = 300,000) | AID 588334;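 active means mean activation of at least 80% with every replicate also reaching 80%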;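 further: 0% = neutral control wells and 100% = parthenolide positive control wells; values of inactives mirror those of a sister screen read the other way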
CAL PDZ FP-2 – human CAL PDZ-peptide interaction inhibition; AID 504414; inhibition, % at 20 µM; Q9HD26; actives 0.02% (n = 330,000); purified CAL PDZ, TMR-peptide fluorescence polarization, 1 h;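 active means highest replicate inhibition of at least 40%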;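 further: plate controls were DMSO neutral control wells for no effect and unlabeled competitor peptide control wells for full effect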
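System: tagged CAL PDZ domain. Schedule: 1 h room-temperature incubation prior to read. Signal: fluorescence polarization (mP). Measure: percent inhibition from loss of millipolarization.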
An asterisk follows results filed as active; · = not tested or not shown.

SR-BI DiI-HDL act,PvdQ inh,Rtt109 HAT inh,NSD2 HMT inh,CAL PDZ FP-1,SR-BI HDL uptake,dFosB act,PfHsp90 set2,MITF TRPM1 HTS,CAL PDZ FP-2,Structure
-2,-4,-4,·,-3,2,0,·,3,-0.4,COC(=O)CCCC1=CC2=CC(=O)C(C)(OC(=O)c3cccs3)C(=O)C2=CN1c1ccccc1 (stereo unspecified)
-10,9,6,·,2,10,-16,-4,5,-1.2,COc1ccc(S(=O)(=O)N(C)C[C@H]2Oc3ccc(NC(=O)NC4CCCCC4)cc3C(=O)N([C@H](C)CO)C[C@@H]2C)cc1
9,-7,-4,-2,·,-9,2,·,13,-0.9,CCCCC1(CC)C(=O)NC(=O)NC1=Nc1ccc(OC)cc1 (stereo unspecified)
6,-14,-4,0,8,-6,-6,3,1,-1.0,O=C(O)c1cccc(NC(=S)NC(NC(=O)c2ccccc2[N+](=O)[O-])C(Cl)(Cl)Cl)c1 (stereo unspecified)
42,-15,4,0,-2,-42,-1,-9,12,-2.6,Nn1c(CN2CCCCC2)nc2ccccc2c1=O
16,2,-10,-1,-2,-16,-3,14,-3,-0.9,CC1(C(=O)O)CC(C)(C(=O)O)CC(C)(C(=O)O)C1 (stereo unspecified)
·,-8,-4,0,-3,·,-7,-10,23,-3.4,COc1cccc(-c2nn(Cc3ccccc3)cc2CO)c1
19,-15,-2,-1,·,-19,-8,·,44,-2.5,CCC(=O)Oc1ccc(-c2nc(-c3cccnc3)no2)cc1
·,3,2,2,1,·,-2,5,52,-2.8,O=C(NC1CCCCCC1)C1CCCN(c2ncccn2)C1 (stereo unspecified)
-36,-11,-8,·,-1,36,-11,8,3,-0.6,COc1ccccc1-c1nnc2n1N=C(c1ccc(OC(F)F)c(OCC3CC3)c1)CS2
-4,-18,5,0,-1,4,-20,-41,22,-2.3,COc1ccc(OCc2cc(C(=O)N3CCCC(CO)C3)no2)c2ccccc12 (stereo unspecified)
-5,-10,12,6,0,5,-2,-30,1,-1.0,CCCCNC(=S)NNC(=O)c1ccoc1C
13,-19,10,0,-3,-13,1,-17,1,0.8,CCCCCCCCCCCC(=O)NC(Cc1ccc(OC)c([N+](=O)[O-])c1)C(=O)O (stereo unspecified)
8,8,0,-1,-2,-8,-5,-31,-9,-3.5,CC(=O)N1CCN(S(=O)(=O)c2cccc(C(=O)Nc3nccs3)c2)CC1
-9,-15,-11,-3,67*,9,11,9,58,-1.3,COc1cccc(-c2ccnc3[nH]n(-c4ccccc4)c(=O)c23)c1
15,24,0,-2,-3,-15,4,-5,12,0.5,Cc1ccc(-n2c(=O)c3sccc3n(Cc3cc(=O)n4ccccc4n3)c2=O)cc1
·,-1,1,14,6,·,-8,-47,-7,-2.6,CCCN(C(=O)c1cn(CC)c2nc(C)ccc2c1=O)c1c(N)n(Cc2ccccc2)c(=O)[nH]c1=O
8,0,-1,-1,3,-8,-5,·,·,-0.6,Cc1c(NC(=O)C(C)OC(=O)CC2Sc3ccccc3NC2=O)c(=O)n(-c2ccccc2)n1C (stereo unspecified)
-8,0,2,2,7,8,-3,15,-7,·,NS(=O)(=O)c1ccc(CCNc2nc(CN3CCOCC3)nc3sc4c(c23)CCC4)cc1
25,-3,-4,3,·,-25,-9,-6,6,-1.6,Cc1cc(C)cc(NC(=S)N(CCN(C)C)Cc2cccs2)c1
-3,-3,4,-2,-3,3,0,-6,1,-1.1,CCCCOP(=O)(c1ccc(N(C)C)cc1)C(O)c1cc(OC)c(OC)c(OC)c1 (stereo unspecified)
8,-3,-9,-4,-2,-8,-5,-4,8,-2.1,CC(NC(=O)COc1ccc(Br)cc1)C1CCCO1 (stereo unspecified)
20,-6,6,7,6,-20,1,35,·,-0.8,CCN(CC)CCN1C(=O)C(=O)/C(=C(/O)c2c(C)[nH]c(C(=O)OC)c2C)C1c1ccc(OC)cc1 (stereo unspecified)
33,-8,9,0,53*,-33,0,-32,1,-0.4,O=C(CCCn1c(=O)[nH]c2cc(Cl)ccc2c1=O)NC1CCCCCCC1
3,3,-9,-1,-3,-3,-7,-3,-2,-3.1,C#CC[N+]1(CC#Cc2ccccc2)CCOCC1
23,-13,-9,1,-4,-23,-6,·,-7,-2.1,CC(C)(C)C1CCC(OCC(O)CN2CCCC2)CC1 (stereo unspecified)
-13,-10,5,8,1,13,-6,12,-9,-0.9,Cc1ccccc1OCCC(=O)Nc1cccc(S(=O)(=O)Nc2ccccc2Cl)c1
-10,10,-8,-1,6,10,-3,3,·,1.4,Cc1ccc(NC(=O)CCN2CCCCC2)cc1
·,7,7,-2,-4,·,-4,3,·,-2.4,Cc1cccc(C(=O)NNC(=O)c2ccc(S(=O)(=O)N3CCOCC3)cc2)c1
49,-11,-3,-4,-6,-49,2,17,3,-1.3,CC(C(=O)Nc1ccc(F)c(F)c1F)N1CCCCCC1 (stereo unspecified)
32,1,-9,·,-2,-32,3,-4,0,-1.0,COc1ccc(CC(=O)N2CCN=C2SCc2ccc([N+](=O)[O-])cc2)cc1
-3,-13,4,0,·,3,2,-15,-13,-8.0,C=CCN1C(=O)C(Cc2ccc(SC(F)F)cc2)SC1=Nc1ccc(C(=O)O)cc1 (stereo unspecified)
0,-10,-2,25,-2,0,-25,-31,12,-2.2,COc1cc2cc(/C=C/C(=O)c3ccco3)c(Cl)nc2cc1OC
7,-6,0,-1,-2,-7,-8,-34,0,-0.9,Cc1cnc(C(=O)N2CCCC(N3CCN(c4ccccc4C)CC3)C2)cn1 (stereo unspecified)
2,-12,4,-1,·,-2,3,·,1,-1.1,CCOc1ccccc1N=C1NC(=O)CS1
-12,21,27,-2,0,12,-11,-1,36,1.5,COc1ccc2c(CC(=O)Nc3ncc(C)s3)coc2c1
12,6,8,3,-4,-12,-3,-9,·,-0.6,COc1cccc(CN(C)CC2CCCN(CCc3ccccc3C)C2)c1 (stereo unspecified)
-10,-25,-5,3,-3,10,-1,-3,-2,0.5,Cc1ccc(NC(=O)N2CCCC2C(=O)NCc2ccc(Cl)cc2)cc1 (stereo unspecified)
4,3,2,1,2,-4,-5,14,2,-0.2,CN1CCN(NC(=O)c2cc(S(=O)(=O)Nc3ccc(Cl)cc3)ccc2Cl)CC1
32,6,23,6,0,-32,-9,-8,·,-1.1,CCN1CCN(C(c2cc3cccc(C)c3[nH]c2=O)c2nnnn2Cc2ccccc2)CC1 (stereo unspecified)
-1,-7,4,-3,-3,1,-5,24,-4,-0.5,Cc1ccc(C)c(NC(=S)N2CCN(CCO)CC2)c1
9,-5,9,-3,0,-9,-1,-4,13,-0.4,CC(=O)Nc1ccc(SCC(=O)c2cc(C)n(C)c2C)cc1
22,-13,-4,2,-3,-22,-8,-37,-10,-3.2,CCCNC(=O)NC(=O)COC(=O)c1cccc(NS(=O)(=O)c2ccc(F)c(F)c2)c1
-22,1,-7,3,-2,22,2,-58,28,2.6,COc1ccc(Nc2ncc(F)c(N3CCOCC3)n2)cc1
25,14,-7,0,-7,-25,2,9,10,-0.9,CCC(C)NC(=O)CCc1nc2ccccc2n1-c1ccccc1 (stereo unspecified)
-14,-3,6,-3,-8,14,0,3,-5,-1.0,COCCn1c(N)c(N(Cc2ccccc2)C(=O)c2ccc3ccccc3c2)c(=O)[nH]c1=O
3,3,-10,·,1,-3,1,29,7,0.6,CN(CC(=O)O)C(=O)c1ccccc1
3,10,0,·,0,-3,-1,2,4,0.2,CCCCN1CC(=O)N2[C@H]3c4cc(C)ccc4OC[C@@H]3[C@H](C(=O)OCC)[C@]2(C)C1=O
-80,-12,3,-2,-6,80*,1,-32,-19,-0.4,CN1CC(=O)N2C(c3cccc([N+](=O)[O-])c3)c3[nH]c4ccccc4c3C[C@H]2C1=O (stereo partly specified)
-25,-10,-1,-2,-4,25,-4,·,-14,-1.9,CC1Cc2ccccc2N1C(=O)COC(=O)c1ccc(Br)o1 (stereo unspecified)
16,-15,-7,-1,-1,-16,-6,-19,-5,-2.4,CC1(C)C(=O)NCCN1C(=O)c1ccc2nc(Cc3ccccc3F)oc2c1
-16,12,4,-2,2,16,-1,-19,108*,0.0,Cc1nc2ccc(NC(=O)Cc3c(F)cccc3Cl)cc2s1
-59,4,3,-1,·,59,-10,-11,16,-0.4,Cc1noc(C)c1COc1ccc(C(=O)NCCc2ccc(F)cc2)cc1
-57,3,-5,-5,0,57,-10,-20,-13,0.3,O=C(Nc1ccc(-c2nc3ccccc3o2)cc1)c1ccc(N2C(=O)C3C4C=CC(C4)C3C2=O)cc1 (stereo unspecified)
17,5,-3,-1,·,-17,4,7,7,0.2,CCOc1ccc(C(=O)N2CCCCCC2)cc1
-23,-8,-4,-1,-1,23,-14,·,10,-0.4,CC12CCC(=O)C=C1CCC1C2CCC2(C)C(c3csc(N)n3)CCC12 (stereo unspecified)
18,11,15,-2,-2,-18,-3,2,1,-1.6,O=C(CC(Cc1ccccc1)C(=O)O)Nc1cccc(C(F)(F)F)c1 (stereo unspecified)
3,3,-2,-3,0,3,-2,-8,8,-0.3,C[C@H](NC(=O)C1(c2ccccc2)CCN(C(=O)[C@H]2CSCN2C(=O)OC(C)(C)C)CC1)C(=O)O
·,-12,5,0,·,·,-4,5,3,-0.2,O=C(CN(C(=O)c1csnn1)c1ccc(Cl)cc1)NCc1ccc2c(c1)OCO2
·,-9,-4,-1,-3,5,0,15,-3,-2.2,CCCn1c(N)c(N(CCOC)C(=O)CSc2ccccc2)c(=O)[nH]c1=O
·,-10,-2,1,5,·,-5,-5,-5,-2.1,OC(CNCc1ccccc1F)COc1cccc2ccccc12 (stereo unspecified)

Ordered by number of heavy atoms (ascending): six of the compounds above.
SR-BI DiI-HDL act,PvdQ inh,Rtt109 HAT inh,NSD2 HMT inh,CAL PDZ FP-1,SR-BI HDL uptake,dFosB act,PfHsp90 set2,MITF TRPM1 HTS,CAL PDZ FP-2,Structure
-10,10,-8,-1,6,10,-3,3,·,1.4,Cc1ccc(NC(=O)CCN2CCCCC2)cc1
9,-7,-4,-2,·,-9,2,·,13,-0.9,CCCCC1(CC)C(=O)NC(=O)NC1=Nc1ccc(OC)cc1 (stereo unspecified)
0,-10,-2,25,-2,0,-25,-31,12,-2.2,COc1cc2cc(/C=C/C(=O)c3ccco3)c(Cl)nc2cc1OC
-10,-25,-5,3,-3,10,-1,-3,-2,0.5,Cc1ccc(NC(=O)N2CCCC2C(=O)NCc2ccc(Cl)cc2)cc1 (stereo unspecified)
33,-8,9,0,53*,-33,0,-32,1,-0.4,O=C(CCCn1c(=O)[nH]c2cc(Cl)ccc2c1=O)NC1CCCCCCC1
·,7,7,-2,-4,·,-4,3,·,-2.4,Cc1cccc(C(=O)NNC(=O)c2ccc(S(=O)(=O)N3CCOCC3)cc2)c1
